# Screening results (PubChem)
# AMA1 RON2 block: AMA1-RON2 (P. falciparum) interaction inhibition | AlphaScreen AMA1-biotinylated RON2 peptide binding | Potency, µM (titrated, usually from 58.2 µM), without a hit: at the highest dose activity change, negative = inhibition, most hits filed as inhibitors | actives 0.2% (n = 360,000) | AID 720542;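 also: potency is read from the fitted curve at half-maximal effect; 0% = vehicle wells and -100% = peptide control; nearly all actives have a fitted effect of over 45% in size; some results filed as inactive show a strong effect at the top dose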
#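 AMA1 (3D7) with his tag at 25 nM final met compounds first, then biotinylated RON2 peptide at 25 nM; detection used donor plus acceptor beads, 10 µg/mL apiece, read by AlphaScreen after 30 min at room temperature.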
# HCMV inh: blocks human cytomegalovirus replication | HFF cells, HCMV-luciferase reporter, 72 h; hits give low values | activity change, negative = inhibition, % at 57.5 µM | actives 4.5% (n = 410,000) | AID 1259415; in the data active = activity change below about -60%; inconclusive = no clear call, values can overlap the other calls; inactive = above about -39%
#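 Cell-based, HFFs, 1000 cells/well, 16 h 37C; cpds in DMSO + HCMV-luc, MOI 1 PFU/cell; 72 h 37C; OneGlo luminescence after 5 min RT; norm. to buffer vs Salinomycin 10uM.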
# HCV inh: inhibitors of hepatitis C virus infection; Huh7.5.1 HCVcc-Cre infection, luciferase reporter, 44 h; Potency, µM (series often up to 41.8 µM), without a hit: at the top dose activity change, negative = inhibition, actives largely listed as inhibitors; actives 3.4% (n = 340,000); also: potency is read from the fitted curve at half-maximal effect
#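 Compounds are dispensed onto cells plated 4 h earlier at 1,000 per well, with HCVcc-Cre virus (about 0.5 moi) added next. Following 44 h of culture, luminescent signal is measured for 15 sec after 15 min with substrate at room temperature.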
# FBPA Giardia inh: Giardia lamblia aldolase inhibition. A8B2U2. purified Giardia FBPA. Potency, µM (top dose mostly 59.6 µM), inactives show top-dose activity, negative = inhibition, usual class: inhibitors. actives 0.71% (n = 290,000). AID 2451; also: potency is read from the fitted curve at half-maximal effect; nearly all actives have a fitted effect of over 55% in size
# Target sequence (A8B2U2 whole entry, looked up): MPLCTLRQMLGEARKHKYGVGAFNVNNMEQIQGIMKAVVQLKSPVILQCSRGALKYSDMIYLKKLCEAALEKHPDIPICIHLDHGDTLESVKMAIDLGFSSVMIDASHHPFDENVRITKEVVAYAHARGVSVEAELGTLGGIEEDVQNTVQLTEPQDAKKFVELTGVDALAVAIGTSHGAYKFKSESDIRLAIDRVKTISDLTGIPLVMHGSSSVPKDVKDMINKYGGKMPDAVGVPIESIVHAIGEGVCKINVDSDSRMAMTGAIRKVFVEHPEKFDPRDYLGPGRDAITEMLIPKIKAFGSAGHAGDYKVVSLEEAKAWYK
#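 40 nM FBPA preincubated 10 min at RT with compound (up to 57.5 uM final), then substrate plus GAPDH/TPI/NAD/arsenate coupling and diaphorase/resazurin added. Fluorescence read after 20 min at RT, 525/598 nm.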
# AmpC inh detg: blocks E. coli AmpC beta-lactamase in detergent assay; actives 0.041% (n = 370,000); Potency, µM (titrated, usually from 114 µM), for inactives: at the highest dose activity change, negative = inhibition, most hits filed as inhibitors; P00811; AmpC hydrolysis of nitrocefin, absorbance 480 nm, 0.01% Triton;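 also: potency is read from the fitted curve at half-maximal effect; 0% = no-compound wells and -100% = no-enzyme wells; nearly all actives have a fitted effect of over 25% in size; some results filed as inactive show a strong effect at the top dose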
# Target sequence (P00811 whole entry, looked up): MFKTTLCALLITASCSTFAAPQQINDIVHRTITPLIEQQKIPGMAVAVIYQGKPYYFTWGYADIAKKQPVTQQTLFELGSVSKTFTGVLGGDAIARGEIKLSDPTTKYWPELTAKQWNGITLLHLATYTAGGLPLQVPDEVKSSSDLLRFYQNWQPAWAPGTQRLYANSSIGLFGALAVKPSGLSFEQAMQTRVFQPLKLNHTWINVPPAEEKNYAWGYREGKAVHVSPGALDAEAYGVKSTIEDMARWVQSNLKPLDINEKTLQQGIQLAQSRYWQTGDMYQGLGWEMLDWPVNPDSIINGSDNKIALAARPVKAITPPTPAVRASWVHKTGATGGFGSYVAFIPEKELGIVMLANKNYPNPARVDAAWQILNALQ
#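 20 mM phosphate pH 7.0 + 0.01% (detergent screen) or 0.0001% Triton X-100; 5.3 nM AmpC reagent; cpd preinc 15 min RT; nitrocefin (800 uM stock) to start; A480 q20 s × 4 min; Activity was normalised to no-enzyme and no-compound control wells.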
# Sm TGR block: inhibitors of Schistosoma mansoni thioredoxin glutathione reductase | Q962Y6 | purified TGR, DTNB reduction, TNB absorbance 405 nm | Potency, µM (doses to about 114 µM), inactives show at the top dose activity change, negative = inhibition, actives largely listed as inhibitors | actives 3% (n = 360,000) | AID 485364; also: potency is read from the fitted curve at half-maximal effect; nearly all actives have a fitted effect of over 60% in size
#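 TGR 20 nM + NADPH 100 uM (dispensed conc.), cpd preinc 15 min RT; start with NADPH (500 uM addition) then DTNB (15 mM addition). Kinetic TNB absorbance, 405 nm filter. Four-parameter Hill fit across titration.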
# An asterisk follows results filed as active; u = inconclusive; x = not tested or not shown; & = joins results of further samples; [ ] = dose if it differs, or a comment. Unless noted, calls follow the shape of the dose curve; as a rule, active = well fitted curve in the direction sought with a large enough effect; inconclusive = small, poorly fitted or top-dose-only effect, or another doubt; inactive = no such curve, though single readings can be large; an effect the other way counts as inactive or inconclusive. Unless noted, % is scaled to controls: 0 for no effect and ±100 for the full control effect.
entry | structure | AMA1 RON2 block | HCMV inh | HCV inh | FBPA Giardia inh | AmpC inh detg | Sm TGR block
1 | CC1CCN(C(=O)c2ncn(Cc3ccccc3)c2C(=O)N2CCC(C)CC2)CC1 | -2% | -6 | 5% | x | x | x
2 | C=CCn1c(SCC(=O)NCCO)nc2sc(C)c(C)c2c1=O | 1% | -30 | -4% | 0% | 1% | 21%
3 | O=c1[nH]cnc2ncc(-c3ccc(O)cc3)nc12 | -10% | 9 | 7% | x | x | x
4 | O=C(CCS(=O)(=O)Cc1ccccc1)NC1CCCCC1 | -1% | 18 | 1% | 2% | -3% | -15%
5 | CN(C(=O)CSc1nnc(C(F)(F)F)n1N)C1CCS(=O)(=O)C1 (configuration not stated) | -3% | -10 | 21% | 5% | u | 12%
6 | CCN(CC)C(=O)Cn1cc(C(=O)C(=O)NCCCn2ccnc2)c2ccccc21 | 1% | 39 | 17% | 8% | 6% | -4%
7 | CCC1(CC)SCCNC1=O | -9% | 11 | 24% | x | x | x
8 | Cc1nc(-c2ccc(F)cc2)sc1CCNC(=O)c1ccccc1 | x | 4 | x | x | 5% | -5%
9 | CN(c1ccccc1)S(=O)(=O)c1ccc(C(=O)NCc2ccco2)cc1 | -18% | -19 | -28% | x | u | -8%
10 | CC(C)CC(=O)NCc1ccc2[nH]c3c(c2c1)CCCC3 | 0% | -14 | -24% | -15% | -4% | u
11 | COc1cc(Nc2ncnc(N)n2)cc(OC)c1 | -7% | -10 | 4% | 0% | 3% | -1%
12 | COc1ccc2nc(Nc3nc(-c4cc5ccccc5oc4=O)cs3)sc2c1 | 38%[activator] | -2 | u | -3% | u | -8%
13 | O=C(O)C1CC(=O)N(c2ccc(OCc3ccccc3Cl)cc2)C1 (configuration not stated) | 12% | -40 | 15% | 27% | u | 8%
14 | O=C(NC(=S)Nc1ccccc1)c1ccc(Br)o1 | 35%[activator] | -23 | -9% | -13% | -9% | u
15 | Cc1ccc(C)c(OCCC(=O)OCC(=O)NC(=O)NCc2ccccc2)c1 | -16% | -33 | u | x | -10% | -18%
16 | COC(=O)c1c(NC(=O)CN(C)CC(=O)Nc2ccc(C)cc2)sc2c1CCC(C)C2 (configuration not stated) | 75%[activator] | 0 | u | x | 5% | 10%
17 | CC(Oc1ccccc1)C(=O)Nc1ccc(S(=O)(=O)NCC2CCCO2)cc1 (configuration not stated) | 6% | u | u | 1% | -14% | -2%
18 | Cc1cc([N+](=O)[O-])nn1CC(=O)NC1CCCCC1 | -4% | 1 | 9% | 7% | -10% | 0%
19 | CCc1nc2nc(C)cc(Nc3ccc(OC)cc3OC)n2n1 | x | -2 | x | x | 10% | 3%
20 | Cc1cc(=O)oc2cc3c(cc12)OCO3 | -7% | 17 | 12% | 6% | -1% | -2%
21 | CCOC(=O)C(C)C1(O)c2ccccc2-c2ncccc21 (configuration not stated) | 11% | 10 | 3% | -1% | -10% | 1%
22 | CCCCC(=O)N1CCCC(c2nc3c(nnn3Cc3cc(C)ccc3C)c(=O)[nH]2)C1 (configuration not stated) | -2% | -6 | x | 7% | -1% | 8%
23 | COc1ccc(C(CNC(=O)c2cccc(S(=O)(=O)Nc3ccc(C)cc3)c2)N2CCOCC2)cc1 (configuration not stated) | u | 3 | u | x | -6% | -3%
24 | O=C(CN1CCN(c2ncccn2)CC1)NCc1ccccc1 | 4% | -18 | 9% | 0% | -1% | -3%
25 | CCCCn1c(/N=C/c2cc(OC)ccc2O)nc2ccccc21 | 21% | 5 | -5% | -4% | u | -8%
26 | CSc1ccccc1OCc1cc(C(=O)N2CCC(c3ccncc3)CC2)no1 | x | u | x | x | -1% | 3%
27 | COCCNC(=O)/C(C#N)=C/c1ccc(N2CCOCC2)o1 | 4%[11.6 µM] | -24 | 0% | -7% | u | u
28 | O=C(Nc1cc(Cl)cc(Cl)c1)Nc1cnccn1 | -3% | -38 | -22% | x | 2% | 0%
29 | CC1CCN(C(C(=O)O)c2ccccc2)CC1 (configuration not stated) | -7% | -13 | -4% | -6% | 1% | 6%
30 | COC(=O)c1ccc(NC(=O)c2ccccc2SC)cc1 | 8% | 37 | -16% | -10% | 2% | 6%

# Single records, from the list above. Values in the order: AMA1 RON2 block	HCMV inh	HCV inh	FBPA Giardia inh	AmpC inh detg	Sm TGR block
# COc1ccc(C(CNC(=O)c2cccc(S(=O)(=O)Nc3ccc(C)cc3)c2)N2CCOCC2)cc1 (configuration not stated) across the screens: u	3	u	x	-6%	-3%
# COc1cc(Nc2ncnc(N)n2)cc(OC)c1 across the screens: -7%	-10	4%	0%	3%	-1%
# CC1CCN(C(=O)c2ncn(Cc3ccccc3)c2C(=O)N2CCC(C)CC2)CC1 across the screens: -2%	-6	5%	x	x	x

# Going on with the list.
entry | structure | AMA1 RON2 block | HCMV inh | HCV inh | FBPA Giardia inh | AmpC inh detg | Sm TGR block
31 | COc1ccc(OCc2nnc(-c3ccccc3)o2)cc1 | x | 56 | x | x | 5% | 8%
32 | O=C(Nn1c(-c2ccccc2)nc2ccccc2c1=O)c1ccco1 | 1% | 67 | 23% | 8% | 0% | -21%
33 | Cc1ccc(S(=O)(=O)N(Cc2cccnc2)Cc2cc3ccccc3[nH]c2=O)cc1 | -2% | -62* | -10% | -19% | -1% | -19%
34 | Cc1ccc2[nH]cc(C(=O)CN3CCOCC3)c2c1 | 0% | 3 | 16% | -7% | -11% | -1%
35 | COC(=O)NCC(c1cccnc1)N1CCN(c2ccc(F)cc2)CC1 (configuration not stated) | x | -7 | x | x | 9% | 0%
36 | Cc1cccc(Nc2nc(NCc3ccco3)nc(N)c2[N+](=O)[O-])c1 | 0% | -15 | u | 0% | -1% | 0%
37 | O=C(CCCn1c(=O)[nH]c2cc(Cl)ccc2c1=O)NCCN1CCN(c2ccccc2)CC1 | -4% | 3 | -15%&17% | 2% | -2% | -17%
38 | Cc1cc(NC(=O)CSc2ccc3nnc(-c4ccccc4)n3n2)no1 | -2% | 34 | 0% | 3% | 2% | 2%
39 | CSc1nc2sc3c(c2c(=O)[nH]1)CCCC3 | -14% | -29 | u | -2% | u | -33%
40 | O=C(O)c1nc2nc(Cl)c(Cl)nc2[nH]1 | -7% | 103 | -20% | u | -13% | 17%
41 | COc1ccc(NC(=O)/C(Cl)=C(/Cl)S(=O)Cc2ccccc2)cn1 (configuration not stated) | 1% | -100* | 0.79µM* | -1% | -6% | 0.32µM*
42 | O=C(/C=C/c1ccccc1)c1cc(Br)ccc(=O)c1O | -15% | -107* | u | -18% | u | 3.2µM*
43 | CC(O)CCC(=O)NNC(=S)Nc1ccccc1 (configuration not stated) | 80%[activator] | -37 | u | -19% | -4% | -1%[57.1 µM]
44 | COc1cc(/C=N/NC(=O)CC2C(=O)NN=C2C)ccc1O (configuration not stated) | 3% | -28 | 22% | 1% | 2% | -2%
45 | NC(=O)c1ccc(OCc2ccccc2)nc1 | -12% | 53 | 18% | x | x | x
46 | COc1ccc(-c2nc3ccccc3o2)cc1NC(=O)c1cc(Br)ccc1OC | x | 2 | x | x | -4% | -9%
47 | N#CCCCSc1nnnn1-c1cccc(Cl)c1 | 1% | 13 | 5% | 2% | -11% | -4%
48 | O=C(CSc1nc2c([nH]c3ccccc32)c(=O)n1-c1ccc(F)cc1)Nc1ccc2c(c1)OCCO2 | x | 15 | x | x | -6% | 15%
49 | CC(=O)c1cc(NC(=O)c2cccc(C(F)(F)F)c2)c(=O)oc1/C=C/N(C)C | 2% | -10 | -12% | 0% | -5% | 5%
50 | CCOC(=O)[C@@H]1[C@H]2COc3cc(OC)ccc3[C@H]2N2C(=O)N(c3cccc(Cl)c3)C(=O)[C@@]12C | 1% | x | u | -9% | -18% | 2%
51 | Cc1cc2c(cc1C)NC1(C[C@H]3CCC(=O)N4CC[C@@H](C1)[C@@H]34)C(=NC(C)(C)CC(C)(C)C)N2 (some centres not stated) | -21% | 35 | -6% | x | x | x
52 | Cc1cc(NC(=O)Cc2ccccc2)no1 | -13% | 30 | 22% | 5% | -17% | 2%
53 | CC1CCCN(C(=O)COC(=O)C2CCN(S(=O)(=O)c3c(Cl)cccc3Cl)CC2)C1 (configuration not stated) | 14% | -14 | 7% | x | 0% | 4%
54 | CCOC(=O)c1cnc(SC)nc1Oc1cccc(NS(=O)(=O)c2ccc(C)cc2)c1 | 5% | -26 | u | -3% | -13% | 1%
55 | CC(N)C(=O)OC(C)(C)Cc1ccc(Cl)cc1 (configuration not stated) | 13% | -19 | -11% | -4%&2% | -13% | 2%
56 | Cc1ccc(NC(=S)Nc2ccc3cn[nH]c3c2)c(C)c1 | -10% | 32 | 6% | -11% | 4% | -7%
57 | COc1cccc(C2CC(=O)Nc3c2c(=O)[nH]c2ncnn32)c1OC (configuration not stated) | x | 14 | x | x | -2% | -1%
58 | Cc1ccc(S(=O)(=O)NCC(=O)OCC(=O)Nc2cccc(S(=O)(=O)NC3=NCCCCC3)c2)cc1 | -7% | -31 | 25% | 1% | -5% | -7%
59 | CN1CCN(c2ccc(NC(=O)c3ccco3)cc2Cl)CC1 | -3% | 115 | 3% | 0% | -7% | -1%
60 | CC(C)(C)c1ccc(OC(=O)c2ccc(-n3cncn3)nc2)cc1 | x | u | x | -2% | u | -3%

# Four entries picked at random from the list so far:
entry | structure | AMA1 RON2 block | HCMV inh | HCV inh | FBPA Giardia inh | AmpC inh detg | Sm TGR block
57 | COc1cccc(C2CC(=O)Nc3c2c(=O)[nH]c2ncnn32)c1OC (configuration not stated) | x | 14 | x | x | -2% | -1%
48 | O=C(CSc1nc2c([nH]c3ccccc32)c(=O)n1-c1ccc(F)cc1)Nc1ccc2c(c1)OCCO2 | x | 15 | x | x | -6% | 15%
55 | CC(N)C(=O)OC(C)(C)Cc1ccc(Cl)cc1 (configuration not stated) | 13% | -19 | -11% | -4%&2% | -13% | 2%
47 | N#CCCCSc1nnnn1-c1cccc(Cl)c1 | 1% | 13 | 5% | 2% | -11% | -4%

# The list continues:
entry | structure | AMA1 RON2 block | HCMV inh | HCV inh | FBPA Giardia inh | AmpC inh detg | Sm TGR block
61 | C=CCN1C(=O)C2C(C(=O)NCc3ccccc3)C3(C)C=CC2(O3)C1C(=O)NC(C)(C)C (configuration not stated) | -13% | 5 | 18% | 5% | 1% | 2%
62 | Cc1ccc(N(Cc2ccccc2)C(=O)c2ccc(F)cc2)cc1 | 0% | -1 | -1% | x | 9% | -16%
63 | O=C(COC(=O)c1ccccc1C(=O)c1ccc(Cl)cc1)NCC1CCCO1 (configuration not stated) | -14% | -36 | 26% | -22% | 4% | 1%
64 | CN(C(=O)COC(=O)CNC(=O)c1ccccc1F)C1CCCCC1 | -9% | -25 | 31%[activator] | x | -12% | -7%
65 | CC(=O)c1cccc(OCC(=O)N(C)CC(=O)Nc2ccc(F)cc2)c1 | 14% | 34 | -18% | -3% | 4% | 3%
66 | O=C(NCc1cccnc1)C1CCCN1S(=O)(=O)c1ccc(Cl)cc1 (configuration not stated) | 3% | 20 | 6% | -4% | 8% | 5%
67 | CCOc1ccccc1NC(=O)CN1C(=O)C(=O)c2ccccc21 | x | 21 | x | x | 21% | 3%
68 | O=c1c(C(c2ccc(O)cc2)c2c(O)nc3n(c2=O)CCCS3)c(O)nc2n1CCCS2 | -3% | 2 | 22% | -7% | 1% | 56µM*
